High-throughput results as filed in PubChem.
U2OS ROS induce: inducers of reactive oxygen species in cancer cells; U2OS ROS induction, H2DCF-DA fluorescence; ROS induction (% of piperlongumine), % at 10 µM; hit rate 2% among 46,000; in the data active = ROS induction above about 79%, passing the limit was not always enough; inconclusive = no clear call, values can overlap the other calls;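 note: 0% = DMSO vehicle median and 100% = reference compound median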
Active calls of the source: *; ? = inconclusive. A portion of the library. The share of hits here may be higher or lower than overall.

Structure	U2OS ROS induce
C[C@H](CO)N1C[C@H](C)[C@H](CN(C)C(=O)Nc2ccc(N3CCCCC3)cc2)OCc2cnnn2CCCC1=O	-15
C=CCN1Cc2ccccc2[C@H]2OC(c3ccc(OCCCO)cc3)=N[C@@]2(CCS(=O)(=O)c2ccccc2)C1=O	113*
COc1ccccc1Nc1ncnc2c1cnn2-c1ccccc1	36
Cc1cc(C(=O)Nc2cccc3c2O[C@@H](CN(C)C(=O)Nc2ccccc2)[C@H](C)CN([C@H](C)CO)C3=O)n(C)n1	-7
C[C@H]1CN([C@@H](C)CO)C(=O)c2cccc(NC(=O)c3nc4ccccc4s3)c2O[C@@H]1CN(C)C(=O)Nc1ccc(F)cc1	-4
COc1cc(C2OCC3C(c4cc(OC)c5c(c4)OCO5)OCC23)cc(OC)c1OC (stereo unspecified)	34
COc1cc(C(=O)Nc2c3c(nn2-c2ccc(F)cc2)CS(=O)(=O)C3)cc(OC)c1OC	5
C[C@@H]1CN([C@@H](C)CO)C(=O)c2cccc(NS(=O)(=O)c3cn(C)cn3)c2O[C@@H]1CN(C)Cc1ccccc1	-13
NC(=O)c1csc(-c2cccnc2)n1	-20
Cc1ccc(S(=O)(=O)Nc2ccc3c(c2)C(=O)N([C@H](C)CO)C[C@H](C)[C@@H](CN(C)C(=O)NC(C)C)OCCCC[C@@H](C)O3)cc1	2
COC(=O)CCCCCCC(=O)N/N=C/c1ccc(O)c(F)c1	8
C[C@H]1CN([C@@H](C)CO)C(=O)c2cccc(NC(=O)Nc3ccc4c(c3)OCO4)c2O[C@@H]1CN(C)Cc1ccc(Cl)c(Cl)c1	29
C[C@H](CO)N1C[C@H](C)[C@H](CN(C)C(=O)Nc2ccc3c(c2)OCO3)Oc2c(NC(=O)c3ccc(-c4nccs4)cc3)cccc2C1=O	-13
COc1ccc(NC(=O)Nc2ccc3c(c2)C(=O)N([C@H](C)CO)C[C@@H](C)[C@H](CN(C)S(=O)(=O)c2cn(C)cn2)O3)cc1	-10
O=C(CSc1nc2ccccc2s1)Nc1ccc(Cl)c(C(F)(F)F)c1	1
C[C@@H]1CN([C@@H](C)CO)C(=O)c2cccc(NC(=O)c3ccc(-c4nccs4)cc3)c2O[C@H]1CN(C)C(=O)Nc1cccc2ccccc12	3
O=[N+]([O-])c1ccccc1/C=C/CN1CCN(CCO)CC1	-4
CC(C)NC(=O)Nc1ccc2c(c1)C(=O)N([C@@H](C)CO)C[C@H](C)[C@@H](CN(C)Cc1ccncc1)O2	-8
COc1ccc(NC(=O)Nc2cccc3c2O[C@@H](CN(C)C(=O)Nc2cccc4ccccc24)[C@H](C)CN([C@H](C)CO)C3=O)cc1	16
Cc1nc2c3ccccc3n3c(CCCC(=O)NCCc4ccc(Cl)cc4)nnc3n2n1	30

The last two records of the part above come first, to join the parts.
Structure	U2OS ROS induce
COc1ccc(NC(=O)Nc2cccc3c2O[C@@H](CN(C)C(=O)Nc2cccc4ccccc24)[C@H](C)CN([C@H](C)CO)C3=O)cc1	16
Cc1nc2c3ccccc3n3c(CCCC(=O)NCCc4ccc(Cl)cc4)nnc3n2n1	30
Cc1ccc(-n2c(SCC(=O)OC(C)C)nnc2-c2ccco2)cc1	46
O=C(NCC(c1cccnc1)N1CCN(c2ccccc2)CC1)OCc1ccccc1 (stereo unspecified)	8
CC(C)NC(=O)Cn1ccc([N+](=O)[O-])n1	-12
COc1ccc(-c2nnc(SCC(=O)Nc3cc(OC)ccc3OC)n2-c2ccccc2C)cc1	20
CC(C)NC(=O)Nc1ccc2c(c1)C(=O)N([C@H](C)CO)C[C@H](C)[C@H](CN(C)C(=O)Nc1ccc(C(F)(F)F)cc1)OCCCC[C@@H](C)O2	?
C[C@H](CO)N1C[C@H](C)[C@@H](CN(C)S(=O)(=O)c2cccc(F)c2)OCc2cnnn2CCCC1=O	7
CCc1cc2c(SCC(=O)c3ccc(Br)cc3)ncnc2s1	7
C[C@@H]1CN([C@H](C)CO)C(=O)c2cc(NC(=O)Cc3cn(C)c4ccccc34)ccc2O[C@H]1CN(C)C	-4
O=C(O)CN(CCc1ccccc1)S(=O)(=O)c1ccccc1	-9
C[C@H](CO)N1C[C@H](C)[C@H](CN(C)C(=O)Nc2ccc(F)cc2)Oc2ccc(NC(=O)Nc3ccc(C(F)(F)F)cc3)cc2CC1=O	6
Cc1noc(C)c1S(=O)(=O)Nc1ccc2c(c1)C(=O)N([C@H](C)CO)C[C@H](C)[C@H](CN(C)C(=O)NC(C)C)OCCCC[C@@H](C)O2	5
Cc1ccc(S(=O)(=O)N(C)C[C@@H]2Oc3ccc(NS(C)(=O)=O)cc3C(=O)N([C@H](C)CO)C[C@H]2C)cc1	-3
Cc1ccc(S(=O)(=O)Nc2cccc3c2O[C@@H](CN(C)C(=O)Nc2ccc(F)cc2)[C@@H](C)CN([C@@H](C)CO)C3=O)cc1	4
C[C@@H]1CN([C@H](C)CO)C(=O)c2cccc(NC(=O)C3CCOCC3)c2O[C@@H]1CN(C)Cc1ccncc1	-8
C[C@H]1CN([C@@H](C)CO)C(=O)c2cc(NC(=O)Nc3ccc(C(F)(F)F)cc3)ccc2O[C@H]1CN(C)S(=O)(=O)c1cccs1	3
C[C@@H]1CN([C@@H](C)CO)C(=O)c2cccc(NC(=O)c3cnccn3)c2O[C@@H]1CN(C)S(=O)(=O)c1ccccc1	1
O=C(O)c1ccccc1C(=O)Nc1ccc(S(=O)(=O)Nc2nccs2)cc1	-10
COc1ccc(NC(=O)N(C)C[C@@H]2Oc3c(cccc3N(C)C)C(=O)N([C@@H](C)CO)C[C@H]2C)cc1	-14
Cc1noc(C)c1S(=O)(=O)Nc1ccc2c(c1)C(=O)N([C@@H](C)CO)C[C@@H](C)[C@H](CN(C)C(=O)Nc1ccc(C(F)(F)F)cc1)O2	-1
CC(C)NC(=O)N(C)C[C@H]1Oc2c(NC(=O)c3cnccn3)cccc2C(=O)N([C@@H](C)CO)C[C@@H]1C	22

Next section (5 carried over from the part before).
Structure	U2OS ROS induce
C[C@@H]1CN([C@@H](C)CO)C(=O)c2cccc(NC(=O)c3cnccn3)c2O[C@@H]1CN(C)S(=O)(=O)c1ccccc1	1
O=C(O)c1ccccc1C(=O)Nc1ccc(S(=O)(=O)Nc2nccs2)cc1	-10
COc1ccc(NC(=O)N(C)C[C@@H]2Oc3c(cccc3N(C)C)C(=O)N([C@@H](C)CO)C[C@H]2C)cc1	-14
Cc1noc(C)c1S(=O)(=O)Nc1ccc2c(c1)C(=O)N([C@@H](C)CO)C[C@@H](C)[C@H](CN(C)C(=O)Nc1ccc(C(F)(F)F)cc1)O2	-1
CC(C)NC(=O)N(C)C[C@H]1Oc2c(NC(=O)c3cnccn3)cccc2C(=O)N([C@@H](C)CO)C[C@@H]1C	22
Cc1noc(C)c1S(=O)(=O)Nc1cccc2c1O[C@@H](CN(C)C(=O)Nc1ccc3c(c1)OCO3)[C@@H](C)CN([C@H](C)CO)C2=O	-7
COc1ccc(NC(=O)Nc2ccc3c(c2)C(=O)N([C@@H](C)CO)C[C@H](C)[C@H](CN(C)S(=O)(=O)c2ccc(F)cc2)O3)cc1	-3
Cc1ccc(S(=O)(=O)N(C)CC(=O)Nc2ccc([N+](=O)[O-])cc2)cc1	-4
Cc1c(C)c(C)c(CSc2ccccc2N)c(C)c1C	0
Cc1ccc(NC(=O)COc2cc(C)c(Br)c(C)c2)c([N+](=O)[O-])c1	0
Cc1ccc(S(=O)(=O)Nc2cccc3c2O[C@H](CN(C)Cc2ccncc2)[C@@H](C)CN([C@@H](C)CO)C3=O)cc1	-8
COc1ccc(S(=O)(=O)Nc2ccc3c(c2)C(=O)N([C@@H](C)CO)C[C@H](C)[C@H](CN(C)C(=O)Nc2ccc4c(c2)OCO4)O3)cc1	-7
O=C(CN1C(=O)c2cccc3cccc1c23)Nc1ccc(S(=O)(=O)N2CCCC2)cc1	13
Cc1noc(C)c1NC(=O)N(C)C[C@H]1Oc2c(NC(=O)NC(C)C)cccc2C(=O)N([C@@H](C)CO)C[C@@H]1C	-2
C=C1C(O)C(O)C2(CC3C(C)=CCC4C(C)(C(=O)O)CCCC34C)OC2C1O (stereo unspecified)	-2
C[C@@H]1CCCCO[C@@H](CN(C)C(=O)Nc2ccccc2)[C@@H](C)CN([C@H](C)CO)C(=O)c2cc(NC(=O)Nc3ccc(C(F)(F)F)cc3)ccc2O1	25
Cc1ccc(Cl)cc1NC(=O)CSc1nnc(-c2ccccc2)n1-c1ccccc1	9
Cc1c(C(=O)Nc2sc3c(c2C(=O)NCc2ccco2)CCCC3)oc2ccccc12	5
C[C@H]1CN([C@@H](C)CO)C(=O)Cc2cc(NS(=O)(=O)c3cccs3)ccc2O[C@H]1CN(C)C(=O)Nc1ccc(C(F)(F)F)cc1	3
COc1ccc(S(=O)(=O)N(C)C[C@H]2Oc3ccc(NC(=O)CCCCCC(=O)Nc4ccccc4N)cc3CC(=O)N([C@H](C)CO)C[C@H]2C)cc1	17
COCCNC(=O)Nc1ccc2nc(-c3ccccn3)c(-c3ccccn3)nc2c1	18
C[C@H](CO)N1C[C@H](C)[C@H](CN(C)S(=O)(=O)c2ccccc2)Oc2ccc(NC(=O)Nc3ccc(C(F)(F)F)cc3)cc2C1=O	1
Cc1cc(C(=O)Nc2cccc3c2O[C@H](CN(C)Cc2ccc(C(F)(F)F)cc2)[C@@H](C)CN([C@@H](C)CO)C3=O)n(C)n1	19
COc1ccc(Cl)cc1CN1CCC(CNC(=O)Nc2cccc(Cl)c2)CC1	12
CSc1nc2c(Cl)cccc2c2c1c(=O)n(Cc1ccc(Cl)cc1)n2C	-5

Carrying on:
compound | U2OS ROS induce
CNC[C@H]1Oc2c(NC(=O)c3ccncc3)cccc2C(=O)N([C@H](C)CO)C[C@H]1C | -11
O=C(Cn1ccc([N+](=O)[O-])n1)NCC1CCCO1 (stereo unspecified) | -1
NC(=O)C1(N2CCCCC2)CCN(C(=O)CSc2nc3ccccc3o2)CC1 | -7
C[C@@H]1CCCCO[C@@H](CN(C)C(=O)CCC(F)(F)F)[C@@H](C)CN([C@H](C)CO)C(=O)c2cc(NS(=O)(=O)c3cn(C)cn3)ccc2O1 | 4
COc1ccc(NC(=O)Nc2ccc3c(c2)CC(=O)N([C@H](C)CO)C[C@@H](C)[C@@H](CN(C)C(=O)NC(C)C)O3)cc1 | 11
COc1ccc(S(=O)(=O)Nc2cccc3c2O[C@H](CN(C)C(=O)NC2CCCCC2)[C@@H](C)CN([C@@H](C)CO)C3=O)cc1 | -1
C[C@@H]1CN([C@H](C)CO)C(=O)c2cc(NS(=O)(=O)c3ccc(Cl)cc3)ccc2O[C@H]1CN(C)C(=O)Nc1ccc2c(c1)OCO2 | 3
O=C(NC1CCCCC1)c1ccc(Cn2c(=S)[nH]c3ccccc3c2=O)cc1 | -3
COc1ccc(NC(=O)N(C)C[C@@H]2OCCCC[C@@H](C)Oc3ccc(NS(=O)(=O)c4cn(C)cn4)cc3C(=O)N([C@H](C)CO)C[C@@H]2C)cc1 | 13
Cc1ccc(C(=O)C2C(=O)N(c3ccccc3)C(=O)N(c3ccccc3)C2=O)cc1 | 18
COc1ccc(S(=O)(=O)N(C)C[C@@H]2Oc3ccc(NC(=O)Cn4cnnn4)cc3C(=O)N([C@H](C)CO)C[C@H]2C)cc1 | -11
CC(=O)OC[C@H]1O[C@@H](Oc2c(-c3ccc(O)c(O)c3)oc3cc(O)cc(O)c3c2=O)[C@H](O)[C@@H](O)[C@@H]1O | -2
C[C@H]1CN([C@@H](C)CO)C(=O)Cc2cc(NS(=O)(=O)c3ccc(Cl)cc3)ccc2O[C@H]1CN(C)C(=O)Nc1ccccc1 | 21
N#Cc1ccc(NC(=O)C2CCCCC2C(=O)O)cc1 (stereo unspecified) | -8
O=C(Cn1cc([N+](=O)[O-])cn1)Nc1ccc(F)cc1 | -5
COCCN(C(=S)Nc1c(C)cccc1C)C(C)c1cccnc1 (stereo unspecified) | 6
Cc1ccc(S(=O)(=O)Nc2ccc3c(c2)CC(=O)N([C@H](C)CO)C[C@@H](C)[C@@H](CN(C)Cc2ccc(C(F)(F)F)cc2)O3)cc1 | 4
C[C@H]1CN([C@@H](C)CO)C(=O)c2cccc(NC(=O)NC3CCCCC3)c2O[C@@H]1CN(C)S(C)(=O)=O | -11
Cc1cccc(N2CCCn3c2nc2c3c(=O)n(C)c(=O)n2C)c1 | -9
CC(C)NC(=O)N(C)C[C@H]1Oc2ccc(NC(=O)c3ccncc3)cc2CC(=O)N([C@H](C)CO)C[C@H]1C | 4
COc1ccc(CN(C)C[C@@H]2OCCCC[C@@H](C)Oc3ccc(NC(=O)CCC(F)(F)F)cc3C(=O)N([C@H](C)CO)C[C@@H]2C)cc1 | 13
S=C(NCC1CC1)Nc1ccc(Cl)cc1 | 5
C[C@@H]1CN([C@@H](C)CO)C(=O)c2cccc(NS(=O)(=O)c3cn(C)cn3)c2O[C@H]1CN(C)C(=O)Nc1ccccc1 | -9
C[C@@H]1CCCCO[C@@H](CN(C)CC2CCCCC2)[C@@H](C)CN([C@H](C)CO)C(=O)c2cc(NC(=O)Nc3ccc4c(c3)OCO4)ccc2O1 | 28
Cc1cc(=O)oc2ccc(OCC(=O)N3CCOCC3)cc12 | 0
O=[N+]([O-])c1cccc(S(=O)(=O)NCCOc2ccccc2-c2ccccc2)c1 | 19
C[C@@H]1CN([C@H](C)CO)C(=O)c2cc(NS(=O)(=O)c3cn(C)cn3)ccc2O[C@@H]1CN(C)Cc1ccc(C(=O)O)cc1 | -6
C[C@@H]1CCCCO[C@@H](CN(C)C(=O)Nc2ccc3c(c2)OCO3)[C@@H](C)CN([C@H](C)CO)C(=O)c2cc(NC(=O)CCC(F)(F)F)ccc2O1 | 62
CCOC(=O)c1cc(NC(=O)C2C3C=CC(O3)C2C(=O)O)cc(C(=O)OCC)c1 (stereo unspecified) | -10
C[C@H]1CN([C@@H](C)CO)C(=O)Cc2cc(NS(=O)(=O)c3ccccc3)ccc2O[C@H]1CN(C)Cc1ccccc1 | -5
Cc1onc(-c2c(F)cccc2Cl)c1C(=O)N1CC(Oc2ccc(Cl)cc2)C1 | 19
FC(F)(F)c1ccc(CSc2nccc(-c3cccnc3)n2)cc1 | 22
